FH mod: Identification of activators of human fumarate hydratase by quantitative high-throughput screening | Potency, µM (highest dose often 79.9 µM), for the others: at the highest dose activity change, negative = inhibition, hits mostly inhibitors | Fumarate hydratase, mitochondrial (Homo sapiens), P07954 | 0.22% of 54,000 active | FH coupled MDH/diaphorase resazurin fluorescence, 15 min; note: potency is the fitted concentration of half-maximal effect; % is set by controls: 0 for no effect and ±100 for the full control effect; the screen sought activators but most active calls are inhibition curves; nearly all actives have a fitted effect of over 45% in size
NTMT1 inhibitor: inhibitors of human N-terminal methyltransferase NTMT1 | NTMT1 MTase-Glo SAH luminescence, purified enzyme | Q9BV86 | 2.5% of 59,000 active | Potency, µM (titrated, usually from 114 µM), inactives show top-dose activity change, negative = inhibition, most hits filed as inhibitors | AID 1645870;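 note: potency is the fitted concentration of half-maximal effect; plate controls were DMSO vehicle for no effect and no enzyme for full effect; nearly all actives have a fitted effect of over 65% in size; many of its hits are not listed in these tables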
Target sequence (Q9BV86 whole entry, looked up): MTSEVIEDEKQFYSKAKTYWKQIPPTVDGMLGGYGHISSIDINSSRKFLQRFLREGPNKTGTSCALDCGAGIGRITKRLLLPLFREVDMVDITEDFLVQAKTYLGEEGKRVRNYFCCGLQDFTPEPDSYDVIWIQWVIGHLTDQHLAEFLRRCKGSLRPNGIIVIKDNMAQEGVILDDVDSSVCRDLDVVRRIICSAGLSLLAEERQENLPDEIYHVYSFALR
B2AR arrestin ag: agonists recruiting beta-arrestin to human beta2-adrenergic receptor; P07550; HTLA Tango cells, beta-arrestin recruitment, luciferase luminescence, 18 h; Potency, µM (top dose mostly 46.1 µM), for the others: top-dose activation, usual class: activators; 44,000 tested, under 10 active; AID 1347077;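 note: potency is the fitted concentration of half-maximal effect; 0% = DMSO and full agonism = EC100 isoproterenol or metaproterenol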
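Luminescence read-out: arrestin recruitment to recombinant beta2-AR releases tTA, inducing luciferase. Cells exposed 18 hr at 37 degrees C to up to 46 microM compound; %Activity from corrected signal, concentration-response curves classified by r2, magnitude and efficacy.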
GALK inhibitor: inhibitors of human galactokinase (GALK). P51570. recombinant GALK, Kinase-Glo ATP luminescence, 1 h. Potency, µM (top dose mostly 57.5 µM), for inactives: top-dose activity, negative = inhibition, hits mostly inhibitors. 44,000 tested, under 10 active;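 note: plate controls were full GALK reaction for no effect and reaction lacking GALK for full effect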
Target sequence (P51570 whole entry, looked up): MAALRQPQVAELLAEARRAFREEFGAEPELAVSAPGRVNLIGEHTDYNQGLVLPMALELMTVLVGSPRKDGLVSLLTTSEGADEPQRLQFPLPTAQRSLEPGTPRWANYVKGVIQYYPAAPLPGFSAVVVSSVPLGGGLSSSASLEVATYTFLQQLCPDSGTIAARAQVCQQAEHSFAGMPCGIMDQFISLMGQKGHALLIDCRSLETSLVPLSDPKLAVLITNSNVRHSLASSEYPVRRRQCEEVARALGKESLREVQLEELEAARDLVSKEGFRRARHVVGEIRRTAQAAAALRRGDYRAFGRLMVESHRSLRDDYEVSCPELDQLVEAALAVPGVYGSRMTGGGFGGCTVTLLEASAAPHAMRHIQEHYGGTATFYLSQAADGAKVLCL
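Luminescent ATP-depletion readout (Kinase-Glo Plus) after 1 h room-temperature incubation of human GALK (5 nM) with galactose 100 µM and ATP 35 µM, pH 8.0 HEPES/Mg2+ buffer; compounds tested in qHTS format.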
p53null 39C tox: selectivity test: cytotoxicity in p53 null cells, nonpermissive temperature; H1299 p53-null (neo) cells, 39C, ATPlite viability, 24 h; Potency, µM (top dose mostly 46.1 µM), for the others: top-dose activity, negative = cell killing, actives largely listed as cytotoxic; 0.97% of 55,000 active;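 note: potency is the fitted concentration of half-maximal effect; 0% = DMSO only and -100% = full killing by 100 µM tamoxifen; nearly all actives have a fitted effect of over 50% in size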
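ATP-luminescence viability readout (ATPlite, 20 min RT) after 24 hr compound treatment at 39C of H1299-neo or H1299-p53A138V cells; titration up to 46 uM; normalized to DMSO and 100 uM tamoxifen; Hill-fit AC50.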
p53null 32C tox: selectivity test: cytotoxicity in p53 null cells, permissive temperature; H1299-neo p53 null cells, ATP luminescence, 24 h, 32C; Potency, µM (titrated, usually from 46.1 µM), without a hit: top-dose activity change, negative = cytotoxicity, usual class: cytotoxic; 0.62% of 55,000 active;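 note: potency is the fitted concentration of half-maximal effect; 0% = DMSO only and -100% = full killing by 100 µM tamoxifen; nearly all actives have a fitted effect of over 55% in size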
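H1299-neo (p53 null) cells, 600/well, treated 24 h at 32C with compound up to 46 uM; ATPlite luminescence viability, normalized to DMSO and 100 uM tamoxifen; AC50 by Hill fit.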
TSG101-PTAP inh: blocks PTAP binding to human TSG101, validation; Potency, µM (top dose mostly 115 µM), for the others: at the top dose activity change, negative = inhibition, usual class: inhibitors; Fluorescence polarization, FITC-PTAP peptide/Tsg101, 20 min; Q99816; 44,000 tested, under 10 active; note: potency is the fitted concentration of half-maximal effect; 0% is about no effect
Target sequence (Q99816 whole entry, looked up): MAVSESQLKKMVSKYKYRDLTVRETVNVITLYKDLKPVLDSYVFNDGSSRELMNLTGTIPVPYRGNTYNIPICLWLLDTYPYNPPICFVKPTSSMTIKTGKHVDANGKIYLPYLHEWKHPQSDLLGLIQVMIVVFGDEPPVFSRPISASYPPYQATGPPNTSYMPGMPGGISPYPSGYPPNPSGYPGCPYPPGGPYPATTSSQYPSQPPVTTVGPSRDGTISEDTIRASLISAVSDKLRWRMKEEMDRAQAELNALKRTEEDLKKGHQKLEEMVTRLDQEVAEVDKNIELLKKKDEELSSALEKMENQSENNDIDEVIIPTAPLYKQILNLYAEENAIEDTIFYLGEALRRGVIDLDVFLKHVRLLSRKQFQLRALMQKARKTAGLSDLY
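Fluorescence polarization: Tsg101 binding domain (10 uM final) in 10 mM HEPES pH 7.5, 0.15 M NaCl, 0.01% Tween 20, 3 mM EDTA, 0.1 mM TCEP; compounds pinned; FITC-PTAP peptide 50 nM final; 20 min, r.t.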
An asterisk follows results filed as active; ? = inconclusive; . = not tested or not shown; [ ] = another dose, or the depositor's remark. Calls come from the whole dose curve; as a rule, active = well fitted curve in the direction sought with a large enough effect; inconclusive = small, poorly fitted or top-dose-only effect, or another doubt; inactive = no such curve, though single readings can be large; an effect the other way counts as inactive or inconclusive. A portion of the library (hit frequency here may not be typical).

SMILES	FH mod	NTMT1 inhibitor	B2AR arrestin ag	GALK inhibitor	p53null 39C tox	p53null 32C tox	TSG101-PTAP inh
Cc1ccc(C)c(NC(=O)c2cc(S(=O)(=O)N3CCc4ccccc4C3)ccc2F)c1	23.4%	1.8%	-1.0%	3.3%	10.2%	-1.2%	-2.1%
Cc1ccc(Cl)cc1N1CCN(CCCNC(=O)c2ccc3nc(N4CCCCC4)sc3c2)CC1	?	?	-3.2%	-2.4%	-17.9%	-3.0%	-0.7%
Cc1ccc(-c2nonc2NC(=O)c2ccc(F)cc2)cc1C	7.7%	12.3%	-1.3%	1.5%	-17.1%	1.4%	-8.7%
COc1ccccc1C(=O)N(c1ccc(C)cc1)S(=O)(=O)c1ccc(Cl)cc1	.	.	-1.9%	0.2%	-1.6%	15.3%	-8.1%
COc1ccc(NC(=O)c2c(-c3ccc(C)cc3)nnc3ccccc23)cc1Cl	6.7%	0.5%	-1.2%	2.5%	-20.6%	-14.1%	-0.4%
COc1ccc(C(=O)N2CCC(c3nc4ccccc4o3)CC2)cc1	-8.6%	15.3%	-1.8%	0.2%	-13.8%	4.1%	1.2%
CC(=O)N1c2ccccc2CC1C(=O)N1CCN(c2ccccc2F)CC1 (centres undefined)	-1.5%	-2.5%	0.6%	-2.4%	2.5%	-3.7%	-7.0%
Cc1ccc(NC(=O)C2CCN(S(=O)(=O)c3c(C)noc3C)CC2)cc1	-13.2%	3.0%	-2.0%	1.5%	4.5%	9.2%	0.6%
CCCCNC(=O)c1ccc2c(c1)NC(=O)C(CS(=O)(=O)Cc1cccc(C)c1)N2 (centres undefined)	-13.4%	4.8%	1.4%	-1.6%	-17.2%	0.2%	6.6%
O=C(NCc1ccc(F)cc1)c1ccc(Nc2nc3ccccc3n3nnnc23)cc1	8.9%	6.8%	1.0%	-9.4%	-23.9%	-7.0%	3.9%
Cc1ccc(CNc2nc(-c3ccco3)nn2S(=O)(=O)c2ccc3ccccc3c2)cc1	-27.0%	22.5%	-1.1%	3.4%	-11.0%	-6.5%	2.0%
CCOc1cccc(NC(=O)CSc2ncc(-c3ccc(Cl)cc3)[nH]2)c1	1.1%	9.7%	1.0%	0.4%	?	-12.5%	2.3%
Cc1ccc(C2C(=O)N(C3CCC(C)CC3)CC(=O)N2C2CCCC2)cc1 (centres undefined)	.	.	-1.5%	1.3%	9.1%	-3.2%	-4.8%
CCOc1ccc(CCNC(=O)C2=C(C)C(=O)OC23CCC(C)CC3)cc1OCC (centres undefined)	-10.7%	1.5%	-1.5%	0.1%	-11.6%	-3.6%	-5.3%
Cc1cccc(NS(=O)(=O)c2ccc3c(c2)CCN3C(=O)CCC(=O)O)c1C	?	23.4%	5.7%	8.9%	15.5%	-3.5%	-0.3%
CCCCN(CC)C(=O)Cn1c(=O)n(-c2ccc(OCC)cc2)c(=O)c2c3c(sc21)CCC3	-22.1%	4.7%	-0.5%	0.1%	17.9%	13.1%	-6.5%
CCSc1ncc(Cl)c(C(=O)Nc2ccc(S(=O)(=O)N3CCCCC3)cc2)n1	8.5%	0.8%	0.3%	8.2%	24.4%	3.4%	-0.6%
CCOc1ccccc1NC(=O)C(NS(=O)(=O)c1ccc2c(c1)CCC(=O)N2)c1ccccc1 (centres undefined)	-11.8%	-2.8%	0.2%	0.2%	-11.4%	-0.3%	2.1%
COc1ccc(C)cc1NC(=O)CN(C)S(=O)(=O)c1ccc2c(c1)CCCN2C(C)=O	-2.3%	-13.1%	6.5%	1.6%	-4.6%	-0.6%	-0.9%
Cc1ccc(/C=C/c2onc(C)c2S(=O)(=O)N2CCC(C(=O)NCc3ccc(C)o3)CC2)cc1	-12.2%	9.7%	6.6%	-0.1%	-11.1%	-3.1%	1.5%
O=S(=O)(c1ccc2[nH]c3c(c2c1)CCCC3)N1CCN(c2cccc(C(F)(F)F)c2)CC1	-21.5%	-0.1%	-0.5%	0.5%	-9.3%	7.0%	-0.7%
O=C(COCc1cc(-c2cccs2)on1)NCc1ccc(F)cc1	-2.9%	2.4%	2.9%	2.1%	-13.1%	-2.3%	-1.9%
Cc1ccc(C)c(S(=O)(=O)c2nnn3c2nc(NCc2cccs2)c2sccc23)c1	-25.3%	17.3%	-0.8%	-4.4%	5.5%	7.9%	-1.6%
Cc1ccc(NC(=O)Nc2nnc(SCC(=O)N3CCC(C)CC3)s2)cc1	-2.3%	6.5%	-4.2%	-0.8%	9.3%	-15.8%	2.5%
COc1cccc(C(=O)NC2=NC(c3ccc(N(C)C)cc3)CC(=O)N2)c1 (centres undefined)	-1.9%	?	-1.4%	0.0%	-14.5%	6.4%	1.3%
COc1ccc(NC(=O)CSc2nc(-c3ccco3)cc(C(F)(F)F)n2)c(OC)c1	0.9%	-7.5%	0.2%	4.5%	-18.2%	10.4%	1.1%
COc1ccc(Cl)cc1NC(=O)c1cnc2sc(N3CCOCC3)nn2c1=O	0.8%	4.1%	0.6%	-2.3%	-0.8%	-9.2%	-4.1%
CCOCCCNC(=O)c1c[nH]c2ccc(S(=O)(=O)Nc3cccc(Cl)c3C)cc2c1=O	-24.4%	89.1µM*	0.4%	0.0%	-3.2%	13.5%	1.5%
COc1ccc(-c2noc(CSc3nc(C)cc(=O)[nH]3)n2)cc1OC	-4.0%	?	1.1%	1.3%	2.7%	-7.0%	-9.2%
Cc1cc(N2CCCCC2)nc2ccc(NC(=O)/C=C/c3ccccc3OC(C)C)cc12	-10.6%	3.1%	-0.1%	2.4%	-13.5%	3.6%	4.3%
CCOC(=O)c1[nH]c(C)c(CCC(=O)Nc2ccc(Br)c(C)c2)c1C	4.2%	-3.8%	0.4%	-5.3%	-30.2%	-2.7%	2.1%
CCOc1ccccc1C(=O)N1CC(=O)Nc2ccc(Cl)cc2C1c1ccccc1 (centres undefined)	-9.9%	3.7%	0.1%	-3.6%	16.7%	14.1%	-3.7%
CCOc1ccc(NC(=O)Cn2c(=O)n(CC3CCCO3)c(=O)c3ccccc32)cc1 (centres undefined)	-15.7%	10.4%	-0.1%	-8.3%	12.9%	-10.6%	-4.4%
O=C(NCCn1cc(SCc2ccc(Br)cc2)c2ccccc21)c1cccs1	-26.9%	2.5%	0.2%	7.8%	.	.	5.7%
Cc1cc(Nc2cccc(C(F)(F)F)c2)ncn1	-4.9%	-17.9%	-1.4%	0.4%	-12.4%	-4.9%	-7.5%
COC(=O)c1cc2oc3ccccc3c2n1Cc1cccc(C)c1	.	.	1.0%	8.7%	-1.3%	?	-3.3%
O=S(=O)(Nc1ccc(F)cc1F)c1ccc(-n2cccn2)cc1	-5.8%	1.6%	-0.7%	1.6%	1.7%	0.4%	0.8%
CCCCN(C)CCNC(=O)c1ccc(Cn2c(=O)[nH]c3cc(OC)c(OC)cc3c2=O)cc1	-0.7%	-12.4%	-0.5%	4.8%	-4.5%	2.1%	-7.0%
Cc1cc2nc(-c3ccc(Cl)cc3)cc(C(F)(F)F)n2n1	-19.4%	1.5%	1.3%	3.4%	41.9%[activator]	-1.3%	1.0%
Cc1ccsc1CN(C(=O)c1oc2ccc(Br)cc2c1C)C1CCS(=O)(=O)C1 (centres undefined)	-19.9%	?	-1.0%	8.5%	14.5%	11.8%	1.0%

Some of the entries so far, bar-delimited.
Structure | FH mod | NTMT1 inhibitor | B2AR arrestin ag | GALK inhibitor | p53null 39C tox | p53null 32C tox | TSG101-PTAP inh
Cc1cc(N2CCCCC2)nc2ccc(NC(=O)/C=C/c3ccccc3OC(C)C)cc12 | -10.6% | 3.1% | -0.1% | 2.4% | -13.5% | 3.6% | 4.3%
CCOC(=O)c1[nH]c(C)c(CCC(=O)Nc2ccc(Br)c(C)c2)c1C | 4.2% | -3.8% | 0.4% | -5.3% | -30.2% | -2.7% | 2.1%
CCOc1ccccc1C(=O)N1CC(=O)Nc2ccc(Cl)cc2C1c1ccccc1 (centres undefined) | -9.9% | 3.7% | 0.1% | -3.6% | 16.7% | 14.1% | -3.7%
CCOc1ccc(NC(=O)Cn2c(=O)n(CC3CCCO3)c(=O)c3ccccc32)cc1 (centres undefined) | -15.7% | 10.4% | -0.1% | -8.3% | 12.9% | -10.6% | -4.4%
O=C(NCCn1cc(SCc2ccc(Br)cc2)c2ccccc21)c1cccs1 | -26.9% | 2.5% | 0.2% | 7.8% | . | . | 5.7%
Cc1cc(Nc2cccc(C(F)(F)F)c2)ncn1 | -4.9% | -17.9% | -1.4% | 0.4% | -12.4% | -4.9% | -7.5%
COC(=O)c1cc2oc3ccccc3c2n1Cc1cccc(C)c1 | . | . | 1.0% | 8.7% | -1.3% | ? | -3.3%
O=S(=O)(Nc1ccc(F)cc1F)c1ccc(-n2cccn2)cc1 | -5.8% | 1.6% | -0.7% | 1.6% | 1.7% | 0.4% | 0.8%
CCCCN(C)CCNC(=O)c1ccc(Cn2c(=O)[nH]c3cc(OC)c(OC)cc3c2=O)cc1 | -0.7% | -12.4% | -0.5% | 4.8% | -4.5% | 2.1% | -7.0%

(next part)
SMILES	FH mod	NTMT1 inhibitor	B2AR arrestin ag	GALK inhibitor	p53null 39C tox	p53null 32C tox	TSG101-PTAP inh
COC(=O)c1ccc(NC(=O)CCn2cccn2)cc1	-4.9%	-0.6%	2.3%	0.7%	-7.7%	9.9%	0.0%
O=C(CSc1nc2cc3ccccc3cc2[nH]1)Nc1cccc(C(F)(F)F)c1	-12.4%	10.6%	0.6%	3.0%	?	?	-9.5%
Cc1ccc(CNC(=O)c2ccc3c(c2)N(Cc2ccccc2Cl)C(=O)CS3)cc1	0.7%	-4.3%	0.9%	6.1%	-23.1%	-4.3%	-1.3%
CC(C)(C)OC(=O)N1CCC(c2c(C(=O)Nc3ccc4c(c3)OCCO4)cnn2-c2ccc(F)cc2F)CC1	-24.9%	-12.8%	0.1%	0.2%	16.7%	4.2%	-3.8%
O=C(Nc1cc(Cl)cc(Cl)c1)c1ccc(F)c(S(=O)(=O)NC2CCCC2)c1	?	-1.6%	-0.9%	-1.6%	?	?	-0.6%
COc1ccc(N2CCN(C(=O)CSc3c4c(nc5ccc(Cl)cc35)CCCC4)CC2)cc1	-9.8%	?	0.5%	-1.2%	114.6%[activator]	?	0.1%
Cc1ccc(Cn2c(C)c(CNC3CCCCC3)c(C(=O)O)c2C)cc1	-5.5%	-6.2%	-3.4%	6.5%	-4.8%	-0.5%	-2.6%
CCc1ccc(NC(=O)CCCc2nc(-c3ccco3)no2)cc1	-1.6%	-0.9%	-2.7%	1.6%	1.8%	0.5%	-8.5%
CCc1cnc2c(c1SCC(=O)Nc1ccc(C)cc1C)c(=O)n(C)c(=O)n2C	-2.0%	?	-1.7%	2.7%	-20.7%	-2.7%	0.7%

Screening results: PubChem, National Center for Advancing Translational Sciences (NCATS)
